# ALOX12 inh: Primary qHTS assay for inhibitors of human arachidonate 12S-lipoxygenase (ALOX12): Round 2; Potency, µM (top dose mostly 108 µM), inactives show top-dose activity change, negative = inhibition, most hits filed as inhibitors; purified 12hLO, xylenol orange hydroperoxide absorbance; Polyunsaturated fatty acid lipoxygenase ALOX12 (Homo sapiens), P18054; hit rate 1.1% among 580,000; active = well fitted inhibition curve with a large enough effect; inconclusive = small, poorly fitted or top-dose-only effect, or another doubt; inactive = no such curve, though single readings can be large or run the other way
# Target sequence (P18054 whole entry, looked up): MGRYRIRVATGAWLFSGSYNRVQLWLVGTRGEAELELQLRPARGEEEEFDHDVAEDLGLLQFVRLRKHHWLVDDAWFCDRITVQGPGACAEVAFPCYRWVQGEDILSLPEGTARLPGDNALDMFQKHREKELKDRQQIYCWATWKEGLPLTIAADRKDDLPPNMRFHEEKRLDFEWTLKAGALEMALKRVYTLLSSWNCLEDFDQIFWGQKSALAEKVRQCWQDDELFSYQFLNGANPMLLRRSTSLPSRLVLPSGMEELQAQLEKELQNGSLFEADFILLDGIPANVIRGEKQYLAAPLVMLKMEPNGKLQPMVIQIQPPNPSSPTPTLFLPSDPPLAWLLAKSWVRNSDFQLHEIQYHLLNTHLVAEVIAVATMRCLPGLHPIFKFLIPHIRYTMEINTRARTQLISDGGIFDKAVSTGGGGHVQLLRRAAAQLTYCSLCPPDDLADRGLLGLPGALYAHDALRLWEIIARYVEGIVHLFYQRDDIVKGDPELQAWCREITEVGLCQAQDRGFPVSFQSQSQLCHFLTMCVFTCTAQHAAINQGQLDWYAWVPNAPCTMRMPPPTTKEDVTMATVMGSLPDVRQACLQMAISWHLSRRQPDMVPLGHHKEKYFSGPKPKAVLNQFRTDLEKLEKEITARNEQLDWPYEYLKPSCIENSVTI
#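 Hydroperoxide product was detected by ferrous iron/xylenol orange as the 573 to 405 nm absorbance ratio. Arachidonic acid at 40 uM (final) was turned over for 30 min at room temperature by 150 nM human 12hLO, pH 7.0 Hepes buffer, after 15 min compound preincubation.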
# Numbers without * were called inactive; u = inconclusive; [ ] = dose if it differs, or a comment. % is set by controls: 0 for no effect and ±100 for the full control effect; potency is the fitted concentration of half-maximal effect. A portion of the library (hit frequency here may not be typical).
ALOX12 inh,Structure
u,COc1cc(=O)n2c(c1C(=O)N(C)Cc1ccsc1)CCN(Cc1c(C)nc3sccn13)CC2
-1%,CCOc1ccc(NC(=O)c2cc3cc(C)ccc3[nH]2)cc1
11%,COc1cc(C(=O)Oc2c(C)cccc2C)cc(Cl)c1OC(C)C
0%[176 µM],COc1ccc(-c2cn(C)c(=O)n3cc(COc4ccc(Cl)cc4)nc23)cn1
-18%,CC(C)Sc1ccc(Cl)nn1
-3%,N#Cc1cccc(NC(=O)Nc2ccc(=O)n3c2[C@@H]2C[C@@H](CN(C(=O)COc4ccccc4)C2)C3)c1
-9%,COc1cccc(OC)c1C(=O)OCC(=O)c1ccc(Cl)cc1
11%,CN(C)c1cc(N2CCCC(NC(=O)Cc3ccccc3F)C2)ncn1 (stereo not given)
-15%,COC(=O)CN(Cc1cccs1)C1CC1
48%[activator],O=C(c1cn(-c2ccccc2)nn1)N(Cc1cccnc1)C1CCNCC1
0%,CCC(C)c1ccccc1NC(=O)Cn1cnc2c1c(=O)n(C)c(=O)n2C (stereo not given)
20%,CC(C)(C)CC(=O)N1CCC2(CC1)C(=O)N(CC(=O)Nc1ccccc1)CN2c1ccccc1
-16%,CSc1ccc(Cl)c(C(=O)Oc2ccc(C)c(C)c2)c1
45µM*,CCNc1c(NC(=O)Nc2ccc(CC)cc2)c(=O)oc2ccccc12
u,O=C(CCCn1c(=O)c2cccn2c2ccc(F)cc21)N1CCN(c2ccccn2)CC1
19%,Cc1cnc(CC2CCCNC2)n1C(C)C (stereo not given)
-10%,CCCNC(=O)c1ccc(-c2nc(CS(=O)(=O)c3ccccc3)c(C)o2)cc1
u,C#CCOc1cccc(C2CC(=O)Nc3c2c(C)nn3-c2ncnc3nc[nH]c23)c1 (stereo not given)
u,Cc1ccc(CN2CCC3(CC2)Cc2ccccc2NC3=O)cc1
-17%[57.4 µM],N#Cc1cccc(NC(=O)N2CC[C@@]3(CCCNC3)C2)c1
14%,CN(CC(=O)NC(C)(C)C)C(=O)CSc1nnc(-c2cc3c(s2)CCC(C(C)(C)C)C3)n1C (stereo not given)
43%,CCCCCCCOc1ccc(C(=O)c2ccccc2)cc1
45%[activator],CCC(C(=O)Nc1ccc(C(C)C)cc1)n1cnc2ccccc2c1=O (stereo not given)
14µM*,S=C(NC(=NCc1ccccc1)c1ccccc1)Nc1ccccc1
-21%[176 µM],COCc1cc(C[C@@H]2CC[C@H](O)[C@@H](CNC(=O)C(C)C)O2)no1
2%,O=C(N1CCC2(CC1)CC(Cc1nc(-c3cnccn3)no1)CCO2)C1(c2ccccc2)CC1 (stereo not given)
44%,Cc1ncoc1C(=O)N1CC[C@@H]2COCCN(Cc3ccncc3)[C@@H]2C1
u,Cc1ccc(/C=N/Nc2cc(C)c3ccccc3n2)s1
19%,CNC(=O)N1CCC(c2nc(CCOc3ccc(F)cc3)no2)C1 (stereo not given)
9%[176 µM],Cc1nccc(N2CCC(COc3ccc4c(cnn4CC[S+](C)(=O)[O-])c3)CC2)n1
2%,CCCCN(C)S(=O)(=O)NCc1ccnc(N2CCN(c3ccc(F)cc3)CC2)c1
0%,Cc1nc(N2CCC(NC(=O)Cc3ccc(Cl)cc3)CC2)cc(C(F)(F)F)n1
5%,Cc1ccc2c(c1)N(C(=O)Cn1ccn3nc(-c4ccccc4)c(CO)c3c1=O)CCO2
1%,COc1cccc(C2C(C#N)=C(N)Oc3cc(C)n(CCCN4CCOCC4)c(=O)c32)c1 (stereo not given)
-24%,Cc1[nH]c2ccccc2c1/C=C(\C#N)c1nc2ccccc2[nH]1
62%[activator][176 µM],O=C(NCc1cccc(F)c1)C1CN(c2ccccc2)C(=O)N1 (stereo not given)
u,CNC(=O)c1ccccc1NCC(=O)Nc1sc2c(c1C#N)CCCCC2
19%,CSCc1nc(CNc2nc(C3CCCC3)nc3c2cnn3C)cs1
1%,O=C(NCCc1ccccn1)C1CCC1
9%[176 µM],O=C(NC1CCCCC1)O[C@@H]1CO[C@H]2[C@@H]1OC[C@@H]2n1nnnc1-c1ccccc1
125%[activator][176 µM],COCCN[C@@H]1C[C@@H]2c3[nH]c4ccccc4c3C[C@@H](C(=O)OC)N2[C@H](c2ccccc2)C1
36%[activator],Cc1n[nH]c(C)c1CCC(=O)N[C@@H]1CN(S(C)(=O)=O)C[C@H]1CN(C)C
-17%,COc1ccc(-c2nc(CSCC(=O)N3c4ccccc4CC3C)co2)cc1 (stereo not given)
47%[activator],Cc1ccc(C2Cn3nnc(C(=O)NCc4ccc(F)cc4Cl)c3CO2)cc1 (stereo not given)
u,Cc1cc(F)ccc1NC(=O)Cn1cnc2c1c(=O)n(C)c(=O)n2C
38%,O=C(c1ccc(OC(F)(F)F)cc1)N1CCC(N2CC3CC(C2)[C@H]2CCCC(=O)N2C3)CC1 (stereo not given in full)
-10%,CC(C)c1nnc(NC(=O)CC[C@H]2NC(=O)c3ccccc3NC2=O)s1
79%[activator][176 µM],COc1ccc2nc([C@H]3CCN(C4CCN(C(C)=O)CC4)C3)[nH]c2c1
8%,COC(=O)c1cc(C(=O)Cc2ccccc2)c[nH]1
39%,COCCNC(=O)N1CCCC(c2noc(COC)n2)C1 (stereo not given)
10%,CCN1CCC2(CCC1=O)CN(Cc1noc(CC(C)C)n1)CCN2C (stereo not given)
8%[6.33 µM],Cc1noc(C)c1[S+](=O)([O-])N1CCC(N2Cc3ccccc3C2=O)CC1
u,O=S(=O)(N1CC[C@@]23C1=CC=C[C@@H]2N(S(=O)(=O)C(F)(F)F)c1ccccc13)C(F)(F)F
57%[activator][176 µM],COc1ccc(-c2cc(-c3cccnc3)c3cncn3c2)cn1
37%[activator],COc1cccc(Cn2c(=O)c(-c3ccc(F)cc3)nc3cncnc32)c1
18%[176 µM],CC1=C[C@@H](CNC(=O)c2ccccn2)[C@H](C(C)C)C[C@H]1CC(=O)N1CCN(C)CC1
6%,C/C(CC(=O)Nc1cc(Cl)cc(Cl)c1)=N\NC(=O)c1cccnc1
0%,Cc1ccc(CC(=O)N2CCC(Cc3nc(-c4ccccc4)no3)CC2)cc1
1%,CNC(=O)C(CCSC)NC(=O)c1ccc2ccccc2n1 (stereo not given)
7%,COc1ccc(CN(Cc2ccc(OC)cc2)[C@@H]2CO[C@H](CNC(=O)CC(C)(C)C)[C@H]2O)cc1

# (list continues)
ALOX12 inh,Structure
36%,CC1CN(Cc2nc3cc(Cl)ccc3n2Cc2ccccc2)CCO1 (stereo not given)
-11%,Cc1ccc(S(=O)(=O)N(CC(=O)NCc2ccncc2)c2ccc(C)c(Cl)c2)cc1
-1%,N=C(N)c1ccc(COc2ccccc2)cc1
u,Cc1nc(/C=C/C(=O)N(CCC#N)Cc2cccnc2)cs1
2%,COc1ccc(NC(=O)c2cc3c(N4CCSCC4)nc(C)cn3n2)cc1OC
u,O=C(O)C1CCN(c2ncnc3ccc(-c4ccccc4C(F)(F)F)cc23)CC1
11%,COCC(=O)N1CCC2(CCN(Cc3cccc(C)n3)CC2)C(CO)C1 (stereo not given)
8%,CC(=O)OCC(O)C1(O)CCC2C3CCC4=CC(=O)CCC4(C)C3C(O)CC21C (stereo not given)
1%[57.4 µM],COCC(=O)N1CCC2(CC1)CCN(C(=O)Nc1cccc(F)c1)CC2
3%,COc1cc(=O)n2c(c1C(=O)NCc1nonc1C)CCN(Cc1c[nH]c3ccccc13)CC2
1%,CCc1ccc(S(=O)(=O)N[C@@H](C)C(=O)NCc2cscn2)cc1
-29%,Cc1ccsc1/C=C1\Oc2cc(OC(=O)C(C)(C)C)ccc2C1=O
-32%,CCOC(=O)c1[nH]c2ccc(F)cc2c1NC(=O)CCC1CCCC1
70%[activator][176 µM],O=C(NC1CCCCC1)[C@@H]1Cc2nc[nH]c2CN1Cc1cc2ccccc2o1
50%[activator],Cc1cnc(C2CCN(C(=O)Nc3ccccc3F)C2)n1C(C)C (stereo not given)
-1%,Cc1ccc(CN(CC(=O)NC(N)=O)C2CC2)cc1
23%,O=C1Nc2ccc(-c3ccc4c(c3)OCO4)cc2C(=O)N2CCN(C(=O)c3cccnc3)C[C@H]12
-12%[176 µM],CN[C@H](C(=O)N[C@@H]1C=C(C(=O)N[C@H]2CCCNC2=O)C[C@@H](O)[C@@H]1O)C(C)C
62%[activator][176 µM],CN(Cc1ccncc1)Cc1ccccc1C(F)(F)F
6%,COC(=O)c1cc(S(=O)(=O)N(C)CC(=O)N2CCN(c3ccccc3F)CC2)cn1C

# Pulled by structure from above, 3 records:
ALOX12 inh,Structure
43%,CCCCCCCOc1ccc(C(=O)c2ccccc2)cc1
9%[176 µM],Cc1nccc(N2CCC(COc3ccc4c(cnn4CC[S+](C)(=O)[O-])c3)CC2)n1
8%[6.33 µM],Cc1noc(C)c1[S+](=O)([O-])N1CCC(N2Cc3ccccc3C2=O)CC1

# New compounds follow.
ALOX12 inh,Structure
0%,c1ccc([C@@H]2CNC[C@H]2COc2cccnc2)nc1
2%,Cc1ccc(NC(=O)c2ccc(C(F)(F)F)cc2)c(F)c1
u,O=[N+]([O-])c1ccc(Oc2cccc3cccnc23)c2ccncc12
u,CS(=O)(=O)N1CCc2cc(C(=O)CSc3nnc(C4CC4)n3C3CC3)ccc21
2%[6.33 µM],C[S+](=O)([O-])N1Cc2ccccc2CC2(CCCCN2CC2CCCC2)C1 (stereo not given)
-8%,O=c1[nH]c(=O)n(-c2cccc(Cl)c2)c2c1CN(Cc1ccco1)CN2
0%,COc1ccc(-c2ccc3c(c2)C(=O)N2CC[C@H](NC(=O)c4cccs4)[C@H]2C(=O)N3)c(OC)c1
76%[activator],COc1ccc(C(=O)N2CCc3ccc(C(=O)NCC(C)C)cc32)cc1
6%,Clc1cc(Cl)cc(OCc2cc(-c3ccco3)on2)c1
u,O=C(O)Cc1ccc(NS(=O)(=O)c2ccc(C3CCCCC3)cc2)cc1
5%,CCn1c(=O)c(N2CCC(NC(=O)Nc3cccc(C)c3)CC2)nc2ccccc21
22%,Cn1ccc2ccc(C(=O)N3CCN(CCOc4ccccc4)CC3)cc21
u,CCNCc1ccc(-c2ccc(Cl)cc2)o1
-29%,COC(=O)[C@]12C[C@H](CC(=O)N3CCC(c4ccccc4)CC3)C(=O)N(Cc3ccco3)C1=C[C@H](C1CCCC1)O[C@@H]2C
3%[6.33 µM],CC(=O)N1CC2(CCN(Cc3ccccn3)CC2)Cc2ccccc21
-16%,Cc1cc(NC(=O)CSc2nnc(-c3cccnc3)n2C2CC2)no1
27%,CCCNC(=O)c1cc(C)nc2ccc(C)cc12
u,Cc1cccc(OCC(=O)Nc2ccc3oc(-c4ccncc4)nc3c2)c1
6%,CCOc1ccc(NC(=O)C(C)C)c2cccnc12
56%[activator],O=C(Cc1ccccc1Cl)NC1CCN(c2cc(-c3ccccc3)[nH]n2)C1 (stereo not given)
46%[activator],Cc1ccc(C)c(NC(=O)N2CCC(OC3CCN(S(C)(=O)=O)CC3)CC2)c1
u,O=C(Nc1cccnc1Oc1ccccc1)c1cc(F)cc(F)c1
2%,CCCCCn1nc(C(=O)Nc2nccs2)c2ccccc2c1=O
u,COc1cccc(C(=O)N(Cc2cc3ccc(C)cc3nc2N(C)C)C2CC2)c1OC
9%[176 µM],Cc1nnc(-c2cc(-c3cccnc3)ccn2)n1CCN1CCOCC1
8%,O=C(c1cc(F)cc(F)c1)N1CCOc2ccccc21
u,CC(C)c1ccc(CN2CC(CNc3cccnc3)C3(C2)CN(c2ccccc2)C3)cc1 (stereo not given)
4%,CCCCN1C(=O)C(CC(=O)NC(C)C)Sc2ncccc21 (stereo not given)
70%[activator],Cc1cnc(C2CCC2)n1CC1CCN(C(=O)Cc2cccnc2)CC1
-2%,COC(=O)COc1ccc(-c2nnc(Nc3ccc(OC)cc3)c3ccccc23)cc1
-5%,COCC(=O)N1CCN2C(=O)c3cc(-c4cccc(C(F)(F)F)c4)ccc3NC(=O)[C@H]2C1
3%,Cn1nc(-c2nncn2CC2CC2)c2c1CCN(C(=O)Cc1c[nH]c3ccccc13)C2
-7%,Cc1ccccc1C(=O)N1CCc2nc(C(C)C)nc(-c3ccc(O)cc3)c2CC1
3%[176 µM],CNC(=O)C1(N2CCC[C@H]2C(=O)NC(C)(C)C)COC1
-25%,O=C(NC1(c2ccc(Cl)cc2)CCC1)c1cc(Cl)c[nH]1
64%[activator],CCn1nc(C)cc1C(=O)NCc1cccnc1N1CCOCC1
-9%[176 µM],O=C(Nc1ccccc1)c1nc2c(o1)CCN(Cc1cccc(Cl)c1)CC2
2%,Cc1cc(C2CCCCN2C(=O)Nc2cccc(-c3csc(C)n3)c2)no1 (stereo not given)
u,Cc1ccccc1NC(=O)COc1ncnc2ccc(Br)cc12
-7%,CCCNC(=O)Nc1ccc(-c2noc(-c3ccco3)n2)cc1
15%,CCCN1CCC2(CCN(C(=O)c3ccc(F)cc3)CC2)Oc2ccccc21
0%,Cc1nc2cnc(N3CCN(C)CC3)nc2n(-c2ccccc2)c1=O
28%,O=C(COc1ccc(-c2nnc3n2CCCC3)cc1)N1CCN(c2ccc(F)cc2)CC1
-4%,CCCc1nc2sc3c(NCCN)ncnc3c2c2c1CCC2
85%[activator],Cc1ccc(C(C(=O)NCc2cc(=O)[nH]cn2)N(C)C)cc1 (stereo not given)

# A different layout for 7 compounds above.
Structure | ALOX12 inh
COc1ccc(-c2nc(CSCC(=O)N3c4ccccc4CC3C)co2)cc1 (stereo not given) | -17%
Cc1ccc(C2Cn3nnc(C(=O)NCc4ccc(F)cc4Cl)c3CO2)cc1 (stereo not given) | 47%[activator]
Cc1cc(F)ccc1NC(=O)Cn1cnc2c1c(=O)n(C)c(=O)n2C | u
O=C(c1ccc(OC(F)(F)F)cc1)N1CCC(N2CC3CC(C2)[C@H]2CCCC(=O)N2C3)CC1 (stereo not given in full) | 38%
CC(C)c1nnc(NC(=O)CC[C@H]2NC(=O)c3ccccc3NC2=O)s1 | -10%
COc1ccc2nc([C@H]3CCN(C4CCN(C(C)=O)CC4)C3)[nH]c2c1 | 79%[activator][176 µM]
COC(=O)c1cc(C(=O)Cc2ccccc2)c[nH]1 | 8%
